# sEH inh – soluble epoxide hydrolase inhibitors, primary screen, biochemical, human sEH; Bifunctional epoxide hydrolase 2 (Homo sapiens), P34913; recombinant human sEH enzymatic activity assay; inhibition, % at 2 µM; 0.34% of 91,000 active; in the data active = inhibition above about 80%; note: values of inactives mirror those of a sister screen read the other way; many of its hits are not listed in these tables
# sEH act – soluble epoxide hydrolase activators, primary screen, biochemical, human sEH; Bifunctional epoxide hydrolase 2 (Homo sapiens), P34913; purified human sEH enzymatic activity, activator screen; activation, % at 2 µM; 0.04% of 91,000 active; in the data active = activation above about 37%; note: values of inactives mirror those of a sister screen read the other way
# Candida biofilm – clotrimazole potentiators killing Candida biofilms, primary screen, with clotrimazole, Alamar Blue; inhibition, % at 6 µM; 0.14% of 85,000 active; AID 834, 2007; C. albicans biofilm + clotrimazole;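 active = inhibition above 20%; inactive = inhibition below 20%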;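 note: preformed 24 hr biofilms exposed to compound for 48 hr; 0% = biofilm without compound and 100% = blank killed by clotrimazole plus chlorhexidine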
# MT1-MMP txn act – MT1-MMP promoter reporter activation – cell-based, luciferase luminescence, primary screen; HT1080 MT1-MMP promoter luciferase reporter, overnight; active compounds read high; activation factor at 10 µM; 0.16% of 86,000 active;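 active = activation factor of at least 2 for MT1-MMP transcription at 10 µM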
# Mac1 fbg enh – enhancers of CD11b/CD18 adhesion to fibrinogen, primary screen, K562 cells, luminescence; Integrin beta-2 (Homo sapiens) + Integrin alpha-M (Homo sapiens), P05107+P11215; ATPlite luminescence; activation, % at 10 µM; 0.07% of 93,000 active;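 active = 10 µM primary screen giving 50% or more activity, confirmed by 40% or more on retest at that dose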; note: strong numbers were not always called active; reference of the scale not given here
# ERb SRC1 inh – inhibitors of ERβ-SRC1 coactivator interaction, primary screen, biochemical, TR-FRET, ERβ LBD, SRC-1 peptide; TR-FRET ER-beta LBD / SRC1-Cy5 peptide binding; receptor agonist-loaded with 1 µM estradiol; inhibition, % at 25.6 µM; Estrogen receptor beta (Homo sapiens), Q92731; 1.3% of 86,000 active; AID 633, 2007;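 active = compounds whose percent inhibition of the receptor-coactivator binding signal exceeds about 50% in the single-dose screen, limit read from the data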;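 note: 0% = receptor plus peptide wells without compound and 100% = peptide-only wells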
# ERa coact pot – enhancers of ERα–SRC-1 coactivator binding, primary screen, biochemical, TR-FRET, ERα LBD, low estradiol; coactivator binding (% of control), % at 25.6 µM; 1.3% of 86,000 active; Estrogen receptor (Homo sapiens), P03372; TR-FRET ERalpha-LBD/SRC-Cy5 coactivator binding, 2 h; 100 = basal binding, no effect; AID 639, 2007; in the data active = activity above about 200%;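 note: binding measured in presence of low estradiol as agonist stimulus; 0% = peptide alone without receptor and 100% = receptor with peptide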
# Target sequence (P03372 whole entry, looked up, the tested form may be a part): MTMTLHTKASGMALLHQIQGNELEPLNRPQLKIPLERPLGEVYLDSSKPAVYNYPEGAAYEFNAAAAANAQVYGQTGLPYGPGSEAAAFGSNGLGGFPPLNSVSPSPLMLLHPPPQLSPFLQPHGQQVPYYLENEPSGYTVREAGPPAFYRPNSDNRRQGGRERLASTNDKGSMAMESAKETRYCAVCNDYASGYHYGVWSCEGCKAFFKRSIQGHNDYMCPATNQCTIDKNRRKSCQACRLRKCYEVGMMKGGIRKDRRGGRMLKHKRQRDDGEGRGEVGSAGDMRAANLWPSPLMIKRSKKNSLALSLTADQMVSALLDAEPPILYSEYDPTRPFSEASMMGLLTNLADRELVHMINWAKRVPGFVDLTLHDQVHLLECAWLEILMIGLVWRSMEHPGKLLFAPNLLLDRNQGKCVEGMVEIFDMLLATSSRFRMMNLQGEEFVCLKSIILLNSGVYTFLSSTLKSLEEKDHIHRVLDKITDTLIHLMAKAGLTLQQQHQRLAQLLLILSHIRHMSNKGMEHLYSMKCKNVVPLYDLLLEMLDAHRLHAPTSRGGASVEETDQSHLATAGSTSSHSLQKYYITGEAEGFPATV
# CD11b adhes inh – inhibitors of CD11b/CD18 adhesion to fibrinogen, primary screen, K562 cells, luminescence. ATPlite luminescence; Mn2+ added to activate the integrin. inhibition, % at 10 µM. 0.54% of 93,000 active. AID 1497, 2009;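 active = primary inhibition of 50% or more at 10 µM, then 40% or more on retest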; note: some results filed as inactive read as strong as hits
# Smad3 inh – Smad3/FoxH1 peptide binding inhibitors, primary screen, biochemical, TR-FRET | Mothers against decapentaplegic homolog 3 (Homo sapiens), P84022 | inhibition, % at 25 µM | 0.29% of 88,000 active | TR-FRET Smad3/Dy647-FoxH1 peptide binding, europium anti-His | AID 630, 2007;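 active = compounds that reduce the energy-transfer binding signal between the protein and its labelled peptide by more than half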;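 note: 0% = Smad3 plus labelled peptide maximal FRET and 100% = peptide-only background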
# Target sequence (P84022 whole entry, looked up): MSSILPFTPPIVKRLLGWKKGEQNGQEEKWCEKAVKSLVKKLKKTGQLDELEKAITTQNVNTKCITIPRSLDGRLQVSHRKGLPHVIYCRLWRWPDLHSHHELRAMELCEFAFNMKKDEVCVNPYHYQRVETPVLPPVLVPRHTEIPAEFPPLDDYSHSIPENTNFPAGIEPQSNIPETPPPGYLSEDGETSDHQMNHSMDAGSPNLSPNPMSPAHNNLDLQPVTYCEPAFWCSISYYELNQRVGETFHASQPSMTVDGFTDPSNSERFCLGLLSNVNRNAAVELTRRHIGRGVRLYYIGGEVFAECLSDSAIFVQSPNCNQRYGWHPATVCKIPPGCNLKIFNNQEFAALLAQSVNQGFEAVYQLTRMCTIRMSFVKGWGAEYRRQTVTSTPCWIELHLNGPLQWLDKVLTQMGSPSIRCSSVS
# Starred values were filed as active, the others as inactive; . = no result given; [ ] = dose if it differs, or a comment.
SMILES,sEH inh,sEH act,Candida biofilm,MT1-MMP txn act,Mac1 fbg enh,ERb SRC1 inh,ERa coact pot,CD11b adhes inh,Smad3 inh
N#Cc1c2c(nc(N)c1-c1ccccc1)CCCCC2,11.6,-8.2,.,1,5.5,.,.,-27.4,.
O=C(COC(=O)CCC(=O)c1ccc2c(c1)OCCO2)NCc1ccc2c(c1)OCO2,5.8,-4.3,2.3,1.1,3.2,-3.9,112.2,1.3,-2.4
C[n+]1c2n(c3ccccc31)N=C(c1ccccc1)CS2,13.6,-11.2,.,.,8.1,.,.,-10.8,.
COc1ccc(-n2c(=O)cc(N3CCOCC3)[nH]c2=O)cc1,13.4,-10.3,6.7,1.3,-2.4,7.5,122.4,-20.2,3.1
CC1(C)Cc2ccccc2C(c2cc3ccccc3oc2=O)=N1,-7.6,7.6,2.8,1.2,.,0.7,98.0,.,14.3
O=S1(=O)CCC(SCc2nc3sccn3c2Br)C1 (stereo unspecified),2.5,-2.9,3.4,1.1,-1.6,-2.2,96.7,-4.4,14.3
CCc1nnc(NC(=O)CN2CCC(O)(c3ccccc3OC)CC2)s1,-0.8,2.9,4.3,1.1,-6.3,8.3[fluorescence artefact?],130.0,-0.3,8.1[fluorescence artefact?]
CC(C)(C)N=C1SCC(C)(/C=N/O)S1 (stereo unspecified),8.2,-5.5,.,1,2.3,4.1,112.7,3.4,-9.5
Cc1ccc(OCC(=O)N2CCN(C3=NS(=O)(=O)c4ccccc43)CC2)cc1,-1.8,7.0,4.1,1.1,0.7,13.5,117.3,-11.0,-14.5
Cn1c(=O)c2c(nc(CN3CCN(c4cccc(Cl)c4)CC3)n2CCc2ccccc2)n(C)c1=O,-2.2,5.3,5.2,1.2,.,3.2,106.5,.,6.3
O=c1c2[nH]c3ccc(F)cc3c2ncn1CCN1CCOCC1,2.5,-2.3,8.0,1.2,-6.7,-0.5[fluorescence artefact?],121.5,-20.6,32.5[fluorescence artefact?]
O=C(CSc1nnnn1-c1ccccc1)Nc1nc(-c2ccccc2)ns1,-4.2,7.7,-1.1,1.2,3.4,7.5[fluorescence artefact?],141.7[fluorescence artefact?],-23.6,8.7
O=C(CSC1=NCCN1)NC1CCCCCC1,4.7,-10.0,2.9,1.3,-2.3,-2.4,81.0,-17.9,-11.6
C=CCn1c(Cc2nc3ccccc3[nH]2)n[nH]c1=S,17.8,-19.8,9.5,1.2,0.7,6.2,110.4,-9.1,-7.1
Cc1c(Cl)cccc1NC(=O)C1NC(=O)CC1c1ccccc1 (stereo unspecified),16.5,-18.6,3.5,.,2.9,-2.9,92.6[fluorescence artefact?],-6.8,-30.5
COc1ccc(OC)c(NC(=O)c2nnn(Cc3ccc(Br)cc3F)c2N)c1,15.1,-15.1,-3.2,1,48.1,19.4,91.1,-18.1,-3.9
Cc1ccc(NC(=O)c2ccc(N3C(=O)C4CC=C(Cl)CC4C3=O)cc2)cc1 (stereo unspecified),-1.2,1.4,-0.3,1.1,-2.1,1.4,106.9,4.7,-3.2
COc1ccc(C2Nc3ccc4ccccc4c3-c3c2c(=O)oc2ccccc32)cc1 (stereo unspecified),-1.5,3.1,.,.,-3.6,.,.,2.1,.
CC1(C)CC2CC(C)(CN2C(=O)COC(=O)c2ccc(Cl)cc2N)C1 (stereo unspecified),.,.,8.8,1.1,0.1,-4.7,95.7,19.0,12.2
CCN(CC(=O)NC(C)C)Cc1nc2sc3c(c2c(=O)[nH]1)CCC3,3.0,-3.2,0.1,1.1,0.1,0.1,102.9,5.3,13.9
CCC(C)(C)n1nnnc1CN1CCSCC1,-1.5,0.5,5.9,1.2,1.4,-4.2,134.2,-8.8,-5.6
O=C(O)C1C2C=CC(C2)C1C(=O)NC(c1ccccc1)c1ccccc1 (stereo unspecified),0.5,0.0,6.3,1.2,-3.5,2.9[fluorescence artefact?],104.9,-3.6,10.3
CC(=O)N1CCN(c2ccc(NCc3ccc(C)cc3)cc2)CC1,8.1,-9.0,8.5,1,0.6,15.6,98.9[fluorescence artefact?],0.1,-12.2
N#Cc1ccc(CSc2nnc(-c3ccccc3)n2Cc2ccco2)cc1,2.3,-1.1,4.2,1.2,6.6,-3.0,99.6[fluorescence artefact?],13.3,-16.6
COc1ccccc1NC(=O)Cn1nnc(C(=O)Nc2ccccc2)c1N,22.8,-24.6,5.2,1.3,-5.6,-0.9,130.8,-13.0,0.9
N#Cc1nc(Cc2cccc3ccccc23)oc1NCc1ccc(F)cc1,8.2,-10.2,-1.5,1.3,4.5,-2.0,119.8,4.8,-14.8
COc1ccc(-c2ccc(=O)n(CC(=O)Nc3nnc(C(C)C)s3)n2)cc1OC,14.5,-11.4,-1.0,1.3,-2.1,-3.9,105.8,-3.5,26.3[fluorescence artefact?]
Cc1ccc(-c2nc3cccnc3s2)cc1NC(=O)c1ccco1,13.2,-10.3,6.3,1.5,.,-3.1,89.9,.,-9.8
CCCCn1c(NCCC)nc2c1c(=O)[nH]c(=O)n2C,1.8,-1.1,12.2,1,4.9,-0.8,114.7[fluorescence artefact?],-29.3,-5.2
O=C(Cn1ccc([N+](=O)[O-])n1)N1CCCc2ccccc21,4.9,-4.8,.,.,7.3,.,.,2.3,.
COC(=O)c1cn(-c2ccccc2)nc1-c1cccnc1,.,.,2.2,1,0.8,-4.9,112.2,-14.0,-1.1
Cc1[nH]n2c(=O)cc(-c3ccc([N+](=O)[O-])cc3)nc2c1-c1ccccc1,9.3,-8.7,5.1,0.9,.,-4.8,75.0,.,10.5
O=C1CN(C(=O)c2ccc(Br)o2)C(c2ccc(F)cc2)c2cc(Cl)ccc2N1 (stereo unspecified),-13.0,12.5,6.8,1.1,2.5,-4.1[fluorescence artefact?],79.2,6.2,0.2
Cn1ccnc1-c1nc2ccccc2[nH]c1=O,.,.,8.0,.,.,-22.5[fluorescence artefact?],106.3,.,11.6
Cc1cccn2cc(-c3ccc(F)cc3)nc12,4.8,-5.4,6.0,0.6,1.4,3.4,80.8,10.3,8.0[fluorescence artefact?]
CN(C)c1ccc(CNn2cnnc2SCc2ccc(F)cc2)cc1,-7.0,7.1,-2.5,1.1,-2.4,5.6[fluorescence artefact?],106.1,22.2,-3.8
Cc1noc(C)c1C(=O)N1CCOCC1,-7.3,5.8,3.3,1.1,-2.8,-10.9,95.2,-8.5,15.3
CCOC(=O)C1CCCN(C(=O)c2cn(CC(C)C)c(=O)c3cc(OC)c(OC)cc23)C1 (stereo unspecified),-11.5,11.6,2.2,1,.,-2.4[fluorescence artefact?],94.2,.,8.2[fluorescence artefact?]
CCOC(=O)c1snc(-c2ccc(F)cc2)c1N,-0.7,0.8,8.5,1.5,2.7,-10.3,102.8,2.7,10.4
CCOC(=O)c1ccc(NC(=O)CSc2nnc(-c3ccncc3)n2C)cc1,2.5,0.5,4.0,1.2,-0.3,-24.8,101.9,-6.5,-0.4
Cc1cc(C)n(-c2ccc(C(=O)C(C#N)c3nc4ccccc4n3C)cc2)n1 (stereo unspecified),-23.2,22.7,7.5,1,-0.9,2.0,111.8[fluorescence artefact?],-11.6,1.4
Cc1csc2nc(CNC(=O)C3CC=CCC3C(=O)O)cn12 (stereo unspecified),-6.4,7.1,12.0,1.1,-1.9,8.6,98.0,-17.5,3.7
O=C(CN1CCN(S(=O)(=O)c2ccc(Cl)cc2)CC1)Nc1ccc2c(c1)OCO2,15.5,-17.1,0.2,1.1,.,-1.7,109.5,.,0.8
Cn1cccc1Cc1nnc(SCC(=O)NCc2ccco2)n1-c1ccc(F)cc1,9.7,-8.3,.,1.1,2.9,.,.,-8.1,.
Cc1noc(NS(=O)(=O)c2ccc(NC(=O)COc3ccc(Cl)cc3Cl)cc2)c1C,0.8,-3.2,0.5,0.9,-4.5,2.8,111.2,10.0,7.9

# Shown as labelled records: 3 of the compounds above
O=C(CN1CCN(S(=O)(=O)c2ccc(Cl)cc2)CC1)Nc1ccc2c(c1)OCO2
  sEH inh: 15.5
  sEH act: -17.1
  Candida biofilm: 0.2
  MT1-MMP txn act: 1.1
  Mac1 fbg enh: .
  ERb SRC1 inh: -1.7
  ERa coact pot: 109.5
  CD11b adhes inh: .
  Smad3 inh: 0.8

Cn1cccc1Cc1nnc(SCC(=O)NCc2ccco2)n1-c1ccc(F)cc1
  sEH inh: 9.7
  sEH act: -8.3
  Candida biofilm: .
  MT1-MMP txn act: 1.1
  Mac1 fbg enh: 2.9
  ERb SRC1 inh: .
  ERa coact pot: .
  CD11b adhes inh: -8.1
  Smad3 inh: .

Cc1noc(NS(=O)(=O)c2ccc(NC(=O)COc3ccc(Cl)cc3Cl)cc2)c1C
  sEH inh: 0.8
  sEH act: -3.2
  Candida biofilm: 0.5
  MT1-MMP txn act: 0.9
  Mac1 fbg enh: -4.5
  ERb SRC1 inh: 2.8
  ERa coact pot: 111.2
  CD11b adhes inh: 10.0
  Smad3 inh: 7.9

# More results.
SMILES,sEH inh,sEH act,Candida biofilm,MT1-MMP txn act,Mac1 fbg enh,ERb SRC1 inh,ERa coact pot,CD11b adhes inh,Smad3 inh
CCc1nnc(NC(=O)c2ccc3c(c2)C(=O)N(CC)C3=O)s1,-5.2,1.7,2.1,1.3,.,-11.6,104.7,.,4.9
COc1ccc(OC)c(CN2CCCC(CO)C2)c1 (stereo unspecified),-9.2,5.4,11.9,1.1,0.2,-9.9,105.5,-24.7,15.0
Cc1oc2cc(O)ccc2c(=O)c1N1C(=O)c2ccccc2C1=O,.,.,-7.5,1.1,-5.7,12.8,95.8,9.9,-2.2
COc1ccc(NC(=O)c2ccc(CNS(=O)(=O)c3cccc(OC)c3)cc2)cc1,34.1,-33.2,.,.,-4.6,.,.,-7.2,.
CN(C)c1nc(C(=O)OCCO)nc(N(C)C)n1,1.5,-0.9,1.2,1,2.0,-6.2,124.0,-1.8,1.9
CCn1c(SC)nc2c(c1=O)SC(C)C2 (stereo unspecified),.,.,7.1,1.1,-1.9,-2.5,98.9,-31.0,-3.8
CCc1cccc(NC(=O)COc2ccccc2)c1,6.5,-5.6,1.8,1.1,-3.8,-8.1,98.5,7.5,-5.0
CCCC/C(O)=C1\C(=O)CC(C)(C)CC1=Nc1ccccc1OC,-10.4,10.2,7.7,1.2,-2.4,-5.5,95.2,9.2,14.0
c1ccc2c(-c3nnc4n3CCCCC4)c[nH]c2c1,0.2,-0.7,9.7,1.1,5.4,1.8,103.6,12.5,0.5
Cc1cccn2cc(CNS(=O)(=O)c3cccc(F)c3)nc12,-11.2,9.4,4.7,.,0.0,5.5,101.5,-25.6,3.9
Cc1noc(C)c1C(=O)N1CCC(Cc2ccccc2)CC1,.,.,3.5,1.1,-5.9,-3.1,112.9,-13.3,1.0
CSc1ccccc1NC(=O)c1ccncc1,4.0,-5.7,7.7,1.1,-2.7,7.1,114.1,-1.7,-11.2
CCN(CCNC(=O)c1cccc(N2CCCC2=O)c1)c1ccccc1,34.9,-34.0,4.1,.,-7.2,5.7,121.9,-0.7,10.0
Clc1cccc(-c2nn3c(Cn4cnc5ccccc54)nnc3s2)c1,-0.9,5.3,3.8,1.1,-5.9,0.6,76.4,.,1.0
N#CC(C(=O)NCCc1ccccc1)c1nc2ccccc2nc1N1CCOCC1 (stereo unspecified),10.9,-7.1,3.6,1,3.9,31.0[fluorescence artefact?],167.8[fluorescence artefact?],-10.9,6.0
CC(C)Oc1snc(Cl)c1C(N)=O,11.2,-10.0,3.6,1.3,-2.5,3.5,121.7,3.6,-2.0

# Not all compounds are listed; count on the stated rates, not on these rows.
